CF NFkB inh = cystic fibrosis NF-kB activation inhibition | hit rate 0.86% among 360,000 | inhibition, % at 5 µM | KKLEB NF-kB-GFP reporter, PAF-induced, GFP fluorescence overnight;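 active = at least 50% inhibition at 5 µM, scaled per plate between neutral and stimulator controls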;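 also: PAF is a Pseudomonas aeruginosa culture filtrate used as stimulus; plate controls were PAF-stimulated DMSO wells for no effect and unstimulated DMSO wells for full effect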
EBV LMP1 NFkB = reduces LMP1-driven NF-kappaB luciferase signal; LMP1-induced NF-kappaB luciferase reporter cells, luminescence; inhibition, % at 12.5 µM; hit rate 0.69% among 350,000; AID 504558; in the data active = inhibition above about 41%;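 also: 0% = neutral control wells and 100% = reference inhibitor control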
NCOA1 inh = human NCOA1 inhibition; Q15788; HEK293 GAL4-SRC1 luciferase reporter, luminescence; inhibition, % at 3.6 µM; hit rate 0.12% among 360,000; AID 588354;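 active = inhibition above the campaign mean plus 3 SD, with each screening campaign given its own cutoff, cut at about 60% in these data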;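 also: 0% = DMSO treated cells and 100% = gossypol at 36 µM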
C8 TRAIL sens = caspase-8 TRAIL sensitization. NB7+C8 cells + TRAIL, ATPlite viability luminescence. inhibition (viability loss, TRAIL sensitization), % at 10 µM. hit rate 1% among 360,000;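 active = compounds causing at least 50% loss of cell viability in the single-dose screen, relative to plate controls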
TROY NFkB inh = inhibitors of TROY-dependent NF-kB signaling; Q293 LMP1-TROYcd NF-kB luciferase reporter, 4 h; inhibition, % at 10 µM; hit rate 0.98% among 360,000;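 active = compounds whose plate-normalised and pattern-corrected inhibition of the luciferase reporter signal at the single screening dose is 50% or more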
NCOA2 inhibitor = human SRC2 (NCOA2) inhibition | Q15596 | HEK293 GAL4-SRC2 luciferase reporter, luminescence | inhibition, % at 9 µM | hit rate 0.17% among 370,000 | AID 651957;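 active = inhibition above the mean inhibition of all tested compounds plus 3 SD, set per campaign, cut at about 52% in these data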;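 also: 0% = DMSO treated cells and 100% = cells given Gossypol at 36 µM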
COUP-TFII inh = inhibitors of human COUP-TFII (NR2F2); P24468; HEK293T NGFI-A luciferase reporter, luminescence; hit rate 0.7% among 370,000; inhibition, % at 8.6 µM;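 active = inhibition above a per-plate cutoff, mean inhibition of test wells between control levels plus 3 SD, cut at about 38% in these data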;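 also: cells cotransfected with COUP-TFII expression vector driving the NGFI-A reporter; 0% = median of COUP-TF2 test wells and 100% = reporter-only cells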
LRH-1 inv ag = suppresses constitutive activity of human LRH-1. O00482. HEK293T StAR-luciferase reporter, LRH-1 transfected, 24 h. inhibition, % at 3.6 µM. hit rate 0.13% among 360,000. AID 602396;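 active = inhibition above the mean inhibition of all tested compounds plus 3 SD, cut at about 73% in these data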;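 also: 0% = DMSO wells and 100% = reporter-only cells lacking LRH-1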
SRC3 inh = inhibits human SRC3 coactivator | AID 588352 | HEK293 GAL4-SRC3 luciferase reporter, luminescence | inhibition, % at 3.6 µM | Q9Y6Q9 | hit rate 0.17% among 360,000;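 active = inhibition above a per-campaign cutoff, the mean of all compounds plus 3 SD, cut at about 60% in these data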;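 also: 0% = DMSO-treated cells and 100% = gossypol-treated cells at 36 µM; higher means less SRC3-driven luciferase light from the GAL4 reporter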
KKLEB cytotox = counter-screen for CF NF-kB inhibitors: cytotoxicity | KKLEB CF airway cells viability, ATPlite luminescence, overnight; hits give low values; cells stimulated with P. aeruginosa culture filtrate | activity change (cytotoxicity), % at 5 µM | hit rate 0.36% among 360,000 | AID 602141;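 active = corrected activity change at or below -50% at 5 µM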
TWEAK-Fn14 inh = inhibitors of TWEAK-Fn14 interaction signaling; AID 1159606; TWEAK-stimulated Fn14 reporter cells, luciferase luminescence, 8 h; hit rate 2% among 360,000; inhibition, % at 10 µM; in the data active = inhibition above about 50%
* = called active by the depositor.

SMILES	CF NFkB inh	EBV LMP1 NFkB	NCOA1 inh	C8 TRAIL sens	TROY NFkB inh	NCOA2 inhibitor	COUP-TFII inh	LRH-1 inv ag	SRC3 inh	KKLEB cytotox	TWEAK-Fn14 inh
CC(C)C[C@@H](CN1C(=O)C(=O)NC[C@@H]1CC(C)C)NC(=O)Cc1ccccc1	9	7	-12	-9	12	23	5	-25	-1	4	10
N#CC1=C2N=C(N)c3ccccc3N2C2=C(C(=O)CCC2)C1c1ccccc1F (centres undefined)	-3	-1	-12	-11	0	9	-26	8	3	-11	-8
Cc1ccc(S(=O)(=O)N(CC(=O)NCc2ccc(F)cc2)C(=O)N2CCN(C)CC2)cc1	-15	-2	7	1	3	9	-2	-4	9	6	17
Cc1cc([N+](=O)[O-])nn1CCCC(=O)Nc1c(C)n(C)n(-c2ccccc2)c1=O	-15	-4	0	-8	-4	3	-9	3	9	-7	1
Cc1cc(C)nc(NS(=O)(=O)c2ccc(NC(=O)c3snnc3C)cc2)n1	-10	-6	-47	-9	-6	-6	-1	-11	-17	-6	-16
Cc1cccc(OCCCn2ccnc2)c1	2	-3	-5	-4	-13	18	11	10	0	-5	-3
C[C@H]1CN([C@@H](C)CO)C(=O)c2cc(NC(=O)Cc3ccccc3)ccc2O[C@H]1CN(C)Cc1ccccc1	-8	1	-12	0	-8	-13	-10	-6	5	-3	-5
CCc1ccc(NC(=O)C(NS(=O)(=O)c2cccc3nsnc23)c2ccccc2)cc1 (centres undefined)	12	-12	-6	-7	3	-34	0	-1	-18	-2	17
COc1ccc(N(C)S(=O)(=O)c2cccc(C(=O)NC3CCCCCC3)c2)cc1	-13	8	-17	7	17	12	16	23	24	5	15
COc1ccc(C(=O)Nn2cnc3scc(-c4cccs4)c3c2=O)c(O)c1	-4	-9	10	-17	2	3	4	-9	-7	6	-36
C/C(N)=C(/C#N)C(=O)CSc1nnc(C)n1-c1ccccc1	7	4	-91	18	3	-40	-28	0	2	-4	6
C=CCN(C(=O)CNS(=O)(=O)c1ccccc1)C(C(=O)NCCOC)c1cccnc1 (centres undefined)	-14	-2	3	-25	-6	7	-6	2	13	7	12
N#Cc1c(-n2ccnc2)cccc1-n1ccnc1	-5	-4	-20	-7	4	-1	-9	-7	16	15	-18
COc1ccccc1[C@@H]1C(c2cccc(C)c2)=NN(c2ccc(Br)cc2)[C@H]1C(=O)N1CCOC1=O	0	5	0	-1	-9	13	7	0	12	0	8
CCN1C(=O)/C(=C/c2ccc(OCc3ccc(C(=O)O)cc3)c(Cl)c2)NC1=S	9	-7	-9	-17	22	2	16	-38	-1	6	28
CC(=O)Nc1c(Br)cc2c(c1Br)Cc1cc([N+](=O)[O-])ccc1-2	10	-18	6	-4	-34	5	-19	0	-16	-28	-12
COc1ccc(Br)cc1C(=O)Nc1nnn(C)n1	-8	1	-3	-10	8	0	-8	12	11	10	-7
CCn1c(NCCc2ccc(OC)c(OC)c2)nc2c1c(=O)n(C)c(=O)n2C	-2	11	2	16	-3	5	-1	-9	3	5	17
CCOC(=O)c1ccc(NCc2nc3ccccc3n2C)cc1	-10	-42	-62	4	-31	-39	-48	-81	-65	-4	-17
CCOC(=O)c1cc(C#N)c(SCc2ccc(C#N)cc2)nc1C	17	6	0	5	20	-21	4	7	-17	-13	-13
CCOc1ccc(C(=O)NCc2ccco2)cc1OCC	13	-4	-15	-3	5	5	-7	-1	-30	2	-9
CCCCCSc1nnc(N)s1	4	-3	-12	-22	-10	3	-12	-9	19	6	6
CCCCn1c(N)c(N(CCOC)C(=O)c2sc3ccccc3c2Cl)c(=O)[nH]c1=O	12	-13	-2	13	-27	-29	-21	-29	-18	4	5
COc1ccc(-n2cnc3scc(-c4ccccc4)c3c2=O)cc1	22	-10	16	-7	10	-5	2	7	8	-12	-4
CCN1CCN(CCOCCOc2ccccc2)CC1	-10	-3	-5	-28	8	-13	4	-7	6	13	2
Cc1c(C(=O)NCC2CCCO2)oc2ccc3c(c12)C(=O)CC(C)(C)O3 (centres undefined)	18	-7	-114	41	35	-32	-27	-119	-90	-4	39
CSc1ccc(/C=C(/NC(=O)c2ccco2)C(=O)N2CCCCCC2)cc1	19	4	-12	-8	-12	3	8	5	-2	6	-2
CCc1noc(C)c1C(=O)Nc1nc(-c2ccc(OC)cc2)cs1	-7	4	-6	25	18	-1	-5	-31	1	6	1
Cc1c(O)nc(SCC(=O)Nc2nccs2)n(-c2ccccc2F)c1=O	9	0	-38	-10	12	-5	3	8	7	4	3
COc1ccc(CNC(=O)CN2C(=O)NC(Cc3ccccc3)(c3ccccc3)C2=O)cc1OC (centres undefined)	4	6	3	-10	-5	15	2	21	4	0	10
COc1ccccc1C(=O)N/C(=C/c1ccc(Br)cc1)C(=O)N1CCCC1	11	-3	-6	-1	-9	13	-29	8	-8	-14	-25
O=C(CN1C(=O)/C(=C/c2ccccc2)SC1=S)NNC(=O)c1ccccc1O	-11	1	-9	-9	15	-18	-11	-7	12	0	5
CC(C)CCNC(=O)C12CN(Cc3ccccc3)CC1C(c1cccc([N+](=O)[O-])c1)=NO2 (centres undefined)	0	-6	-3	23	7	13	12	31	-5	-11	-7
O=C(Nc1cccc(Cl)c1N1CCOCC1)c1cccs1	-4	9	12	21	3	-10	16	-5	2	7	2
Cc1cccc(C)c1NC(=O)CSc1nc(-c2ccco2)cc(C(F)(F)F)n1	14	2	7	0	13	1	-1	-5	10	-3	19
CCc1ccc(NC(=O)C(CC)c2ccccc2)cc1 (centres undefined)	1	-3	1	-3	-3	6	-3	0	11	0	-3
COC(=O)c1ccccc1NC(=O)C/C(C)=N/NC(=O)Cc1ccc(Cl)cc1	-4	-1	8	18	-5	9	-15	-6	9	15	6
COc1ccccc1N1CCN(C(=O)C2CCN(S(=O)(=O)c3ccc4c(c3)CC(C)N4C(=O)C3CC3)CC2)CC1 (centres undefined)	7	11	25	7	33	-13	31	12	-4	2	34
C=CCn1c(=S)[nH]c2sc3c(c2c1=O)CCC3	10	-4	3	8	-11	-19	-12	-24	-1	9	-4
CC(=O)Nc1ccc(NC(=O)CSc2nnc(CC(C)O)n2-c2ccccc2)cc1 (centres undefined)	-10	4	7	-4	17	-14	7	0	-3	-3	14
O=C(CSc1nc(-c2ccccc2)cc(C(F)(F)F)n1)c1cccc([N+](=O)[O-])c1	36	-15	0	-2	19	23	-19	-12	-1	-19	39
COc1ccc(C)cc1NC(=O)C1CCN(C(=O)C2CC(=O)N(c3ccc(C)cc3)C2)CC1 (centres undefined)	10	-10	3	7	1	-11	14	-16	3	8	1
C[C@@H]1CC=C[C@H]2[C@H]1C(=O)N(Cc1ccccc1)[C@H]2c1ccc(C(F)(F)F)cc1	23	5	7	12	-4	-1	-8	14	9	9	10
COc1ccccc1OCC(=O)Nc1cccc(S(=O)(=O)NC2=NCCCCC2)c1	2	5	13	-10	1	14	7	7	0	4	-15
COc1cc(/C=C2\C(=O)N(c3ccccc3)N=C2C)ccc1Oc1ccc([N+](=O)[O-])cc1[N+](=O)[O-]	-9	2	6	10	17	-4	5	-1	7	2	14
Cc1c(NC(=O)c2ccc(N3C(=O)C4C5C=CC(C5)C4C3=O)cc2)c(=O)n(-c2ccccc2)n1C (centres undefined)	8	3	2	12	16	1	-15	-12	-6	-8	-2
COc1cc(C(=O)N2CCC(NC(=O)C(Cc3ccccc3)NC(C)=O)CC2)cc(OC)c1OC (centres undefined)	-5	6	3	-5	-26	-6	-13	-7	22	3	29
O=C(Nc1c[nH]c(=O)[nH]c1=O)c1ccc([N+](=O)[O-])cc1	-7	-4	2	-6	-5	17	11	-5	16	5	5
CCOC(=O)N1CCN(C(=O)CCC(=O)N2CCOc3ccc(C)cc32)CC1	-9	-4	15	-9	-11	-15	6	11	18	0	26
O=C(Cc1c(O)c2ccccc2[nH]c1=O)N(Cc1ccccc1)Cc1ccccc1	7	-1	-11	3	8	5	-20	4	-9	9	25
OCC[C@H]1C[C@H](O)[C@@H](O)[C@]2(CCCc3ccccc3O2)O1	0	1	-5	-11	-11	-18	5	-26	5	-2	-6

Molecules listed so far that contain an aryl thioether with sulfur outside any ring, in the order listed:
SMILES	CF NFkB inh	EBV LMP1 NFkB	NCOA1 inh	C8 TRAIL sens	TROY NFkB inh	NCOA2 inhibitor	COUP-TFII inh	LRH-1 inv ag	SRC3 inh	KKLEB cytotox	TWEAK-Fn14 inh
C/C(N)=C(/C#N)C(=O)CSc1nnc(C)n1-c1ccccc1	7	4	-91	18	3	-40	-28	0	2	-4	6
CCOC(=O)c1cc(C#N)c(SCc2ccc(C#N)cc2)nc1C	17	6	0	5	20	-21	4	7	-17	-13	-13
CCCCCSc1nnc(N)s1	4	-3	-12	-22	-10	3	-12	-9	19	6	6
CSc1ccc(/C=C(/NC(=O)c2ccco2)C(=O)N2CCCCCC2)cc1	19	4	-12	-8	-12	3	8	5	-2	6	-2
Cc1c(O)nc(SCC(=O)Nc2nccs2)n(-c2ccccc2F)c1=O	9	0	-38	-10	12	-5	3	8	7	4	3
Cc1cccc(C)c1NC(=O)CSc1nc(-c2ccco2)cc(C(F)(F)F)n1	14	2	7	0	13	1	-1	-5	10	-3	19
CC(=O)Nc1ccc(NC(=O)CSc2nnc(CC(C)O)n2-c2ccccc2)cc1 (centres undefined)	-10	4	7	-4	17	-14	7	0	-3	-3	14
O=C(CSc1nc(-c2ccccc2)cc(C(F)(F)F)n1)c1cccc([N+](=O)[O-])c1	36	-15	0	-2	19	23	-19	-12	-1	-19	39
